FBA Mtb inh = inhibitors of M. tuberculosis fructose-bisphosphate aldolase; P9WQA3; purified M. tuberculosis FBA, fluorescence read-out; inhibition, % at 1 µM; 360,000 compounds, 2.3% hits; in the data active = inhibition above about 27%;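 note: 0% = vehicle and 100% = reference inhibitor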
PfHsp40 yeast = rescue of PfHsp40-mediated yeast toxicity | S. cerevisiae expressing PfHsp40, growth rescue, ATP luminescence | growth rescue, % at 12.5 µM | 340,000 compounds, 0.68% hits | AID 504582; in the data active = growth rescue above about 28%, passing the limit was not always enough; inconclusive = no clear call, values can overlap the other calls;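 note: yeast W303a lacking pdr1 and pdr3 grown in galactose medium; growth measured after three days at 30 °C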
UGM FP inh = blocks M. tuberculosis UGM enzyme; AID 504406; 320,000 compounds, 0.06% hits; inhibition, % at 10 µM; P9WIQ1; purified UGM, fluorescence polarization probe displacement; in the data active = inhibition above about 10%, passing the limit was not always enough; inconclusive = no clear call, values can overlap the other calls
BoNT-F LC inh = BoNT F light chain protease inhibition | Multiplex microsphere protease cleavage assay, flow cytometry | inhibition, % at 10 µM | 360,000 compounds, 0.22% hits | AID 588497; in the data active = inhibition above about 35%, passing the limit was not always enough; inconclusive = no clear call, values can overlap the other calls; note: plate controls were buffer without enzyme for full effect and enzyme alone for no effect
BioA inh = blocks M. tuberculosis BioA enzyme activity; AID 602481; purified M. tuberculosis BioA enzyme, plate reader; inhibition, % at 9.99 µM; 360,000 compounds, 0.096% hits; in the data active = inhibition above about 40%; inconclusive = no clear call, values can overlap the other calls
FadD28 binding = inhibitors of Mycobacterium tuberculosis FadD28 bisubstrate binding; 360,000 compounds, 0.22% hits; FadD28 bisubstrate probe binding, fluorescence polarization; AID 588549; inhibition, % at 12.5 µM; in the data active = inhibition above about 8.5%, passing the limit was not always enough; inconclusive = no clear call, values can overlap the other calls
Anthrax LF inh2 = inhibitors of Bacillus anthracis lethal factor protease. multiplex microsphere protease cleavage assay, LF. inhibition, % at 10 µM. 360,000 compounds, 0.12% hits. AID 588501; note: plate controls were buffer without enzyme for full effect and enzyme alone for no effect
Target sequence (P15917 whole entry, looked up): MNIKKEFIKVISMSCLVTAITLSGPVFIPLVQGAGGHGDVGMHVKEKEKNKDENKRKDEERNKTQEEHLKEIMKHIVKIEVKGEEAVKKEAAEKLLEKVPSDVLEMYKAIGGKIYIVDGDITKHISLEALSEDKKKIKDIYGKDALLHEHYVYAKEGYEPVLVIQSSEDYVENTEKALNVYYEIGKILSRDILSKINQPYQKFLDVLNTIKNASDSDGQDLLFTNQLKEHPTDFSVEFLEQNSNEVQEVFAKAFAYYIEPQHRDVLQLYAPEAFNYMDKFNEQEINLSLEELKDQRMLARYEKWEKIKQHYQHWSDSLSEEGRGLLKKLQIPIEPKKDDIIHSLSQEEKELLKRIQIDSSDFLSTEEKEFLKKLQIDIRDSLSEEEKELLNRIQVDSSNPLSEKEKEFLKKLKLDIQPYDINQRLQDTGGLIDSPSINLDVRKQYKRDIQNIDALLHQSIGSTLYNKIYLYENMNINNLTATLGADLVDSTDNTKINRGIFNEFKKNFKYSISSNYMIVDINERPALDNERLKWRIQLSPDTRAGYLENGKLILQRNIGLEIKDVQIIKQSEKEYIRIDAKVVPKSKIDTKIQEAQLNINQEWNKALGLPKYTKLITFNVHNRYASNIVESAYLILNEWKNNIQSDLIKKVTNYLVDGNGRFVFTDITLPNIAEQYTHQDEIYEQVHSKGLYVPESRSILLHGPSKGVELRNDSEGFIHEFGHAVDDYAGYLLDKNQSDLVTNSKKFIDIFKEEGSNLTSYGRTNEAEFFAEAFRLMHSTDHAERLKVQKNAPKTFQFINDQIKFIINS
GDH-TPI counter = inhibits GDH-TPI coupling enzymes, artifact for Mtb FBA screen; GDH-TPI coupled enzyme counterscreen, NADH absorbance; inhibition, % at 4.8 µM; 360,000 compounds, 1.2% hits; AID 588335; in the data active = inhibition above about 30%;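 note: 0% = DMSO wells and 100% = wells lacking the enzyme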
BoNT A protease = blocks Botulinum neurotoxin A light chain protease. AID 588499. 360,000 compounds, 0.17% hits. inhibition, % at 10 µM. multiplex microsphere protease substrate cleavage, flow cytometry; note: plate controls were buffer without enzyme for full effect and enzyme alone for no effect
Active calls of the source: *; ? = inconclusive; / = no result given. Cut-off read from the data, not from the text of the source, unless noted: active = inhibition above about 30%; inconclusive = no clear call, values can overlap the other calls; inactive = below that.

SMILES	FBA Mtb inh	PfHsp40 yeast	UGM FP inh	BoNT-F LC inh	BioA inh	FadD28 binding	Anthrax LF inh2	GDH-TPI counter	BoNT A protease
CN(C)CCCN(C(=O)c1ccco1)c1nc2ccc(Cl)cc2s1	-2	0.2	-0.6	-4	-0.4	-3.2	-6	7	-1.3
COc1cc(C2NC(=O)NC3=C2C(=O)OC3)cc(OC)c1OC (configuration not stated)	-2	1.6	0.2	7	-1.4	1.2	7	3	1.7
CC(C)Oc1ccc(C(CC(=O)O)NC(=O)C2CCCCC2)cc1 (configuration not stated)	-2	0.1	0.4	-1	0.4	-0.1	-2	7	1.9
CCOCCCNC(=O)C(c1ccccc1)N(Cc1ccc2c(c1)OCO2)C(=O)CNC(C)=O (configuration not stated)	0	0.0	2.2	4	-0.5	-0.4	1	5	-0.5
CC1Cc2ccccc2N1C(=O)COC(=O)C1=COCCO1 (configuration not stated)	-1	-0.9	1.4	13	1.4	-2.9	-1	8	1.0
CNC(=O)N(O)C1N(/N=C/c2cccnc2)C(=S)SC1(C)C (configuration not stated)	-1	-0.4	-0.6	5	/	-9.3	-6	17	0.0
COc1ccc(CNC(=O)COC(=O)c2cccc(S(=O)(=O)N3CCOCC3)c2)cc1	0	-0.7	0.0	-4	-2.0	/	-1	2	-1.9
Cc1cc2nc(C3CCCN(C(=S)Nc4ccccc4)C3)[nH]c2cc1C (configuration not stated)	0	-0.9	-0.1	3	-1.3	-2.8	1	4	-0.1
COc1ccc(NS(=O)(=O)c2cccc(C(=O)OCC(=O)NC3CC3)c2)cc1	0	-1.2	-2.6	-7	-1.5	-0.2	0	4	0.4
CC(=O)c1ccc(S(=O)(=O)Nc2ccc(-n3cnnn3)cc2)cc1	-1	1.0	0.8	-13	0.0	-2.6	-7	4	-4.9
O=C(CSc1ccc(Cl)cc1)Nc1nnc(-c2ccco2)o1	-3	0.4	-0.2	-4	-0.5	-2.5	-1	-1	3.9
O=C(CSc1n[nH]c(-c2ccncc2)n1)c1cccc([N+](=O)[O-])c1	1	0.4	0.6	1	-0.5	-4.3	-1	5	0.2
O=C(NCc1ccc(F)cc1)c1ccc(S(=O)(=O)Nc2cccc(C(F)(F)F)c2)cc1	0	2.0	-1.0	-7	3.7	-0.1	0	-3	-0.4
O=C(NC1CCCC1)C(c1ccccn1)N(C(=O)c1csnn1)c1ccc(F)cc1 (configuration not stated)	1	0.7	-2.9	-13	-0.9	0.1	-4	-3	-4.2
Cc1c(NC(=O)c2ccc(Cl)c(S(=O)(=O)N3CCOCC3)c2)c(=O)n(-c2ccccc2)n1C	0	0.3	-0.1	2	1.2	-0.5	2	-10	-1.1
COc1ccc2[nH]c3c(c2c1)CCN1C(=O)C(CC(=O)NCC24CC5CC(CC(C5)C2)C4)C[C@H](C(=O)N2CCOCC2)[C@@]31C (some centres not stated)	-1	0.7	/	-2	0.6	-3.1	0	2	-0.5
CCc1c(N=O)c(-c2ccccc2)n(O)[n+]1[O-]	-6	/	/	-2	/	-1.0	-3	17	0.1
Cc1cccnc1C1=NOC(Cc2ccccc2)C(=O)N1C (configuration not stated)	0	/	/	-1	-0.4	-2.9	-11	-2	0.3
COc1cc(OC)c(OC)cc1CNCC1COc2ccccc2O1 (configuration not stated)	-2	-1.4	-1.4	5	0.6	3.2	6	-4	0.5
COc1ccc(C(=O)N/N=C/C(C)c2ccccc2)cc1OC (configuration not stated)	-4	-1.2	-1.7	2	1.5	-0.1	1	-1	-0.2
CC(C)Cc1ccc(CN2CCCC(NC(=O)c3ccnn3C)C2)cc1 (configuration not stated)	-3	1.3	-2.7	-10	1.4	-4.8	5	-3	-1.6
CC1CCCC(NC(=O)COC(=O)c2ccc(S(=O)(=O)N3CCOCC3)cc2)C1C (configuration not stated)	-1	1.0	2.4	-11	1.0	-1.0	-1	4	-1.2
CCOc1ccc(NC(=O)C2CCN(S(=O)(=O)c3cccnc3)CC2)cc1	3	-0.2	2.0	-10	0.1	0.8	-6	1	-0.5
O=C(CCNC(=O)c1ccccc1Cl)NCc1ccncc1	4	2.4	1.9	-1	/	0.4	-1	2	4.1

A stretch taken from the entries so far:
SMILES	FBA Mtb inh	PfHsp40 yeast	UGM FP inh	BoNT-F LC inh	BioA inh	FadD28 binding	Anthrax LF inh2	GDH-TPI counter	BoNT A protease
O=C(NCc1ccc(F)cc1)c1ccc(S(=O)(=O)Nc2cccc(C(F)(F)F)c2)cc1	0	2.0	-1.0	-7	3.7	-0.1	0	-3	-0.4
O=C(NC1CCCC1)C(c1ccccn1)N(C(=O)c1csnn1)c1ccc(F)cc1 (configuration not stated)	1	0.7	-2.9	-13	-0.9	0.1	-4	-3	-4.2
Cc1c(NC(=O)c2ccc(Cl)c(S(=O)(=O)N3CCOCC3)c2)c(=O)n(-c2ccccc2)n1C	0	0.3	-0.1	2	1.2	-0.5	2	-10	-1.1
COc1ccc2[nH]c3c(c2c1)CCN1C(=O)C(CC(=O)NCC24CC5CC(CC(C5)C2)C4)C[C@H](C(=O)N2CCOCC2)[C@@]31C (some centres not stated)	-1	0.7	/	-2	0.6	-3.1	0	2	-0.5

Other entries.
SMILES	FBA Mtb inh	PfHsp40 yeast	UGM FP inh	BoNT-F LC inh	BioA inh	FadD28 binding	Anthrax LF inh2	GDH-TPI counter	BoNT A protease
COc1cc(C(=O)OCC(=O)N2CCCCC2C)cc(NC(=O)c2cccs2)c1OC (configuration not stated)	0	-0.3	1.1	6	/	-0.4	-1	11	0.2
C=C(C)CSc1nnc(-c2cccc(S(=O)(=O)N(C)C)c2)n1-c1cc(OC)ccc1OC	-2	0.0	5.9	-12	3.0	-1.3	-2	2	-0.4
CC(=O)OC1CCC2(C)C(=CCC3C2CCC2(C)C3CC3OC4(CCC(C)CN4)C(C)C32)C1 (configuration not stated)	1	-1.0	/	-2	-1.5	-2.4	2	2	0.2
O=C(Nc1ccc(S(=O)(=O)N2CCCC2)cc1)c1cncc(Br)c1	1	0.4	-0.4	-1	2.1	/	-1	6	2.0
Nc1nonc1-n1nnc(C(=O)N/N=C/c2cccc(F)c2)c1CN1CCCCCC1	1	-1.2	-1.1	0	-0.5	-2.3	-6	4	-0.9
Cc1ccc(S(=O)(=O)N2CCCC(C(=O)NCCc3ccc4c(c3)OCO4)C2)cc1 (configuration not stated)	-1	0.4	-0.3	-7	-0.4	-0.3	-6	9	0.7
COc1ccccc1N1CCN(c2ccc([N+](=O)[O-])cn2)CC1	1	-0.2	-0.7	?	-1.1	-0.4	-12	13	-7.4
Cc1c(C(=O)Nc2cccc(N(C)S(C)(=O)=O)c2)cccc1[N+](=O)[O-]	-4	0.3	-3.8	-5	/	-3.0	-2	-9	0.5
O=C(CN1CCN(S(=O)(=O)c2ccc(F)cc2)CC1)N1CCOCC1	-2	-1.1	-1.7	1	0.1	-5.4	-3	1	4.9
C=CCn1c(CCNC(=O)c2cccs2)nnc1SCC(=O)Nc1cccc(Cl)c1C	-2	1.1	-0.4	-3	3.5	-5.0	1	-9	?
CCOc1ccc(NC(=O)Cn2sc3nc(C)cc(C)c3c2=O)cc1	8	74*	-1.2	-14	/	?	-4	15	-1.4
O=C(c1cc(S(=O)(=O)N2CCOCC2)ccc1F)N(Cc1nnc(-c2ccccc2Cl)o1)C1CC1	-2	-1.4	-1.8	1	8.6	-2.6	-1	-3	-1.9
COc1ccc(-n2nc(C(=O)NCC(=O)N3CCC4(CC3)OCCO4)c3ccccc3c2=O)cc1Cl	0	0.7	0.6	-1	2.7	/	0	3	0.3
CC(=O)Nc1cccc([As](=O)(c2cccc(NC(C)=O)c2)c2cccc(NC(C)=O)c2)c1	-3	1.6	-1.4	-4	-1.8	-2.8	2	3	0.0
C[N+]1(C)CCOC(O)(c2ccc(-c3ccc(C4(O)C[N+](C)(C)CCO4)cc3)cc2)C1 (configuration not stated)	-1	-0.4	1.5	-5	-0.6	-1.1	-2	-2	-0.2
NC(c1ccccc1)c1csc(NC(=O)Nc2ccccc2Oc2ccccc2)n1 (configuration not stated)	-1	/	/	-11	-1.3	-0.1	-5	-1	-0.5
COCCNC(=O)COc1ncnc2ccc(Br)cc12	4	-0.1	1.3	-13	-1.0	-1.1	-2	-3	-0.4
CN(C(=O)COC(=O)c1cn(C)c2ccccc12)C1CCCCC1	0	0.3	-0.9	?	-0.7	0.2	-2	5	-2.7
CN(Cc1ccccn1)C(=O)c1ccc2nc(Cc3cccc(Cl)c3)oc2c1	2	2.2	1.0	4	0.9	-1.5	0	0	0.4
CC(NC(=O)COc1cccnc1[N+](=O)[O-])c1ccc(Cl)cc1Cl (configuration not stated)	1	6.3	0.8	-4	1.1	-10	0	1	-2.4
Cc1ccc(/C=N/NC(=O)c2ccccn2)o1	0	-1.3	-0.3	-6	-0.2	-1.1	-1	28	0.1
COc1ccc(C(=O)C(CN2CCOCC2)c2ccccc2)cc1F (configuration not stated)	1	0.0	/	0	/	-1.9	-1	2	0.2
O=[N+]([O-])c1ccccc1CCc1cnc(Cl)s1	2	-1.4	-2.1	5	-0.5	1.8	5	7	-2.7
CCCCC(=O)Nc1cccc(NC(=O)c2cccc(Br)c2)c1	-1	0.6	-0.9	0	/	-3.6	-2	3	0.1
CC(C)=N/N=c1\scc(C)n1Cc1ccco1	-2	1.3	-7.1	-8	/	0.3	-4	4	0.4
Cc1cc(C)cc(OCC(=O)Nc2ccc(N3CCN(S(C)(=O)=O)CC3)cc2)c1	3	-0.1	0.9	-11	-0.4	-0.3	-4	1	-1.6
Cc1ccccc1-c1nnn(CC(=O)NC(=O)NC2CCCC2)n1	1	1.0	0.3	-3	1.5	/	0	-5	-3.0
CCCCNC(=O)CNC(=O)c1nn(-c2ccc(OC)c(OC)c2)c(=O)c2ccccc12	-2	/	/	1	-4.2	-2.8	1	1	-0.5
CN(CC(=O)Nc1c(Cl)cccc1Cl)C(=O)CCC1CCCC1	0	0.6	2.7	-1	2.0	-3.9	0	-4	2.4
Cc1nn(Cc2ccccc2Cl)c(C)c1NC(=O)c1noc(C(C)C)c1[N+](=O)[O-]	-12	1.0	-1.2	7	3.3	-3.1	1	14	0.2
Cc1cccc(/C=N/NC(=O)c2cc(Br)ccc2O)n1	2	-0.5	-4.4	-16	0.3	-2.0	4	3	0.7
COc1ccc(-c2noc(N3CCC(C(=O)Nc4cc(OC)c(OC)c(OC)c4)CC3)n2)cc1	0	-0.7	0.0	-5	-1.0	-0.2	-1	2	-1.8
Cn1c2c(c(=O)n(C)c1=O)CN(CCCN1CCOCC1)CN2	0	-0.3	0.7	0	-0.5	-3.1	-1	1	0.6
CC(C)(C)OC(=O)N[C@@H](C(=O)OC(C)(C)C)c1ccc(C(F)(F)F)cc1	0	-0.5	2.3	-1	-0.1	-3.4	-5	-1	-0.6
CN(C(=O)c1ccco1)c1nnc(C23CC4CC(CC(C4)C2)C3)s1	1	1.2	-1.1	-6	-1.1	-1.3	-12	17	-0.8
O=C(Cn1c(=O)c2sccc2n(Cc2ccc([N+](=O)[O-])cc2)c1=O)NCCc1ccccc1	1	-0.7	1.3	-8	/	-0.9	-5	6	-0.4
CCOC(=O)c1cnc2c(C(F)(F)F)cccc2c1NCCCN1CCOCC1	1	-0.3	1.7	30	-1.3	-1.0	5	15	-1.3
CC(=O)C1=C(O)C(=O)N(c2ccc(O)cc2)C1c1ccc(Cl)cc1 (configuration not stated)	0	-0.3	-1.1	-35	1.5	0.5	-8	10	-2.1
COc1ccc(CN2C(=O)NC3(CCCCC3)C2=O)cc1F	3	-0.3	1.6	1	1.1	-0.5	-1	8	?
C=CCNC(=O)/C(C#N)=C\c1cc(Cl)c(OCC)c(OC)c1	0	-1.9	2.3	-2	-2.4	-3.2	-1	12	0.0
COC(=O)c1nnn(-c2cc(Cl)cc(Cl)c2)c1C(=O)OC	-5	-0.2	-0.5	?	/	-1.1	2	5	3.4
CCCSc1ncc(Cl)c(C(=O)Nc2ccc(S(=O)(=O)N3CC(C)OC(C)C3)cc2)n1 (configuration not stated)	6	-0.8	/	-3	-1.7	?	-7	8	0.1
O=S1(=O)c2ccc(Br)cc2N2CCC[C@@H]2CN1C1CC1	1	1.3	/	-3	-0.2	-7.4	-1	-9	-0.1

Screening results from PubChem.

Compounds were not picked by outcome, and some 4.7% of all compounds hit somewhere here.
